# HCV NS3 hel inh – inhibitors of Hepatitis C virus NS3 helicase. hit rate 0.56% among 290,000. AID 1800. NS3 helicase DNA unwinding, Cy5 molecular beacon fluorescence. inhibition, % at 10.9 µM;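 active = inhibition above the mean of all tested compounds plus 3 SD, set per campaign, cut at about 35% in these data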;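 note: 0% = DMSO wells and 100% = thioflavine S control wells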
#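 Assay system: hepatitis C virus NS3 helicase domain fragment enzyme. Also added: annealed dual-labelled DNA beacon duplex, ATP-started. Timing: 1 h reaction at 25 °C, ATP-initiated. Technique: Cy5 fluorescence at 0 and 60 min, beacon hairpin quenching. Evaluation: % inhibition of unwinding. Replication: one well per compound.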
# pCIP destab – lowers stability of the mouse p/CIP coactivator protein; F442A p/CIP-EGFP cells, EGFP fluorescence, 16 h; decrease of EGFP signal, % at 10 µM; hit rate 0.01% among 290,000; AID 1984;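 active = EGFP signal decrease of at least 30% at 10 µM or well 3 SD below plate mean, unless failing retest; inactive = the rest, including hits failing retest or dose response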; note: some compounds called inactive have numbers as strong as hits; many of its hits are not listed in these tables
# DNA FID counter – displaces DNA intercalator in HCV helicase counter-screen; DNA fluorescent intercalator displacement, fluorescence; inhibition, % at 7.9 µM; hit rate 0.17% among 290,000; AID 1845; in the data active = inhibition above about 37%;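 note: 0% = vehicle and 100% = reference compound; higher means more ethidium bromide displaced from hairpin DNA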
# PHOSPHO1 inh – PHOSPHO1 (human) inhibition; hit rate 1.1% among 290,000; recombinant PHOSPHO1, absorbance phosphatase assay; AID 1565; Q8TCT1; inhibition, % at 13.3 µM; in the data active = inhibition above about 60%
# Target sequence (Q8TCT1 whole entry, looked up): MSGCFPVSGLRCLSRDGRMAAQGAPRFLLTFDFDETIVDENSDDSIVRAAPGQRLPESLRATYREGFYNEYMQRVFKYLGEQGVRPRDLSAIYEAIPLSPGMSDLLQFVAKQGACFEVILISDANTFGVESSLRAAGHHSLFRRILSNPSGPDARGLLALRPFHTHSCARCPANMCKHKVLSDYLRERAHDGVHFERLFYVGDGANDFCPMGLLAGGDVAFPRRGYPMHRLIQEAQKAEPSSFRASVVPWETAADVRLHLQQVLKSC
# VIM-2 inhibitor – inhibitors of Pseudomonas aeruginosa VIM-2 metallo-beta-lactamase. AID 1527. hit rate 0.89% among 290,000. purified VIM-2, nitrocefin hydrolysis, epi-absorbance fluorescence. inhibition, % at 5.6 µM;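 active = inhibition above the mean of all tested compounds plus 3 SD, cutoff set per screening run, cut at about 7.5% in these data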;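 note: red hydrolysis product quenches plate fluorescence so inhibitors raise well fluorescence; 0% = enzyme with DMSO and 100% = DMSO without enzyme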
# SUMO HTRF inh – SUMOylation inhibition; P63279; HTRF SUMOylation assay, SAE1/SAE2 + UBC9, in vitro; inhibition, % at 35 µM; hit rate 0.36% among 290,000; AID 2006; in the data active = inhibition above about 50%, passing the limit was not always enough; note: strong numbers were not always called active
# Target sequence (P63279 whole entry, looked up): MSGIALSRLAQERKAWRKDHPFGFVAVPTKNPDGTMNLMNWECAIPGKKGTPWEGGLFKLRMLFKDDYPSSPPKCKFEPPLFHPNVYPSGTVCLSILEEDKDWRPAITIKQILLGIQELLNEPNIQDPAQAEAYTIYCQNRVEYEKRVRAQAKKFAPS
# IMP-1 inhibitor – inhibitors of Pseudomonas aeruginosa IMP-1 metallo-beta-lactamase; purified IMP-1, nitrocefin hydrolysis, epi-absorbance fluorescence; inhibition, % at 5.6 µM; hit rate 0.45% among 290,000;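 active = inhibition above the mean plus 3 SD of all compounds in the same screening run, cut at about 4.5% in these data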;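 note: 0% = IMP-1 with DMSO and 100% = DMSO wells lacking enzyme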
#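 System: purified IMP-1 / Input: IMP-1 dispensed at 0.2 nM / Medium: 50 mM HEPES pH 7.1, 50 µM ZnSO4, 0.05% Brij 35 / Timing: 15 min enzyme–compound preincubation, then 25 min nitrocefin reaction, 25 °C / Technique: plate fluorescence quenching by hydrolysis product, ex 480/em 530 nm / Repeats: singlicate testing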
# MEKK3 PB1 HTS – raises or lowers MEK5 binding to the human MEKK3 PB1 domain. bead-based flow cytometry, Alexa488-MEK5 binding to MEKK3; actives lie on both sides; 0 = blocked by unlabeled MEK5, 100 = vehicle. binding response (% of control), % at 10 µM. hit rate 1.4% among 290,000. Q99759;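 active = binding response more than 3 SD above or below the average of its plate-row segment, actives on both sides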;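 note: Alexa488 bead fluorescence after subtracting the streptavidin-only scavenger bead signal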
# Target sequence (Q99759 whole entry, looked up, the tested form may be a part): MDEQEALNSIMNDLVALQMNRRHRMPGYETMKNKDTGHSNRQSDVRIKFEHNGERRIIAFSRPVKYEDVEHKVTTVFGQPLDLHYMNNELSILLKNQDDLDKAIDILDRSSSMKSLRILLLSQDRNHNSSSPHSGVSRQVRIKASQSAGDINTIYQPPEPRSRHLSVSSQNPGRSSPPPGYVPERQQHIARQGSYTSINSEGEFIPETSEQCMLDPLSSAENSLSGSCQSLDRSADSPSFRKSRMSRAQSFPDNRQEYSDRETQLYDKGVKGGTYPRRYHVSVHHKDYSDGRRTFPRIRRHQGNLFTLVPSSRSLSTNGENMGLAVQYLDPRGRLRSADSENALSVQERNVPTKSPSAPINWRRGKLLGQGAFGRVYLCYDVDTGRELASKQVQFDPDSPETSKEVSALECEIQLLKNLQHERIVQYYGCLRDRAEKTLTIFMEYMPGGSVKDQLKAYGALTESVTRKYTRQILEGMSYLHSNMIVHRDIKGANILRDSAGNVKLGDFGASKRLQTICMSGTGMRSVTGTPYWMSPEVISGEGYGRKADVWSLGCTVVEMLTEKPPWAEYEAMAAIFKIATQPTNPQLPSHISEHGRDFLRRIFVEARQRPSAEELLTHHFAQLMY
# IDE act – IDE (human) activation, cell-based; HEK cells, FAbeta-B cleavage, fluorescence polarization; 0% vehicle, 100% cell-free pure enzyme wells; activation, % at 5.96 µM; hit rate 0.073% among 340,000; AID 493087;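 active = activation above the mean of all tested compounds plus 3 SD, set per screening campaign, cut at about 17% in these data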
# * hit, by the source's call; · = not tested or not shown. The list is partial; rates above refer to the full screens.
SMILES,HCV NS3 hel inh,pCIP destab,DNA FID counter,PHOSPHO1 inh,VIM-2 inhibitor,SUMO HTRF inh,IMP-1 inhibitor,MEKK3 PB1 HTS,IDE act
O=C(NCC(O)c1ccc([N+](=O)[O-])cc1)c1cccc(S(=O)(=O)N2CCOCC2)c1 (stereo not given),-2,16,0,33,-2.7,8,-3.9,106,0
CC(=O)Nc1ccc(NC(=O)CCOc2ccccc2C)cc1,-2,7,-4,28,-3.5,2,-3.2,104,3
O=C(CN1CCN(Cc2ccccc2)CC1)N1N=CCC1c1ccccc1 (stereo not given),-1,-8,-3,8,0.7,11,-1.0,99,8
COc1cc(NC(=O)c2cccnc2)ccc1-c1cc2ccccc2oc1=O,-4,-17,-14,15,-0.7,30,-1.1,102,·
CC1=NOC(=O)/C1=C\c1ccc(-c2ccc(Br)cc2C(=O)O)o1,29,10,-2,-67,-0.8,9,-1.6,102,-2
CCCCn1c(N)c(N(CC(C)C)C(=O)CCCc2cccs2)c(=O)[nH]c1=O,-4,-8,-18,23,-3.2,-4,-3.9,101,5
CCOC(=O)c1ccc(NC(=S)N2CCSC2c2ccc(OC)cc2)cc1 (stereo not given),-4,6,-6,-6,-1.1,-14,-4.3,105,-3
CCOc1ccc(N=c2scc(-c3ccc(OC)cc3)n2CCO)cc1,-14,-6,-6,-35,-1.5,0,-5.3,112,1
CC(C)CN1CN(Cc2ccco2)CNC1=S,5,-29,-3,-67,-3.7,9,-5.4,100,-5
CSCCC(NS(=O)(=O)c1ccc(C)cc1)C(=O)NC1CCCCC1 (stereo not given),-2,-4,-21,-59,0.1,-4,-1.5,98,7
O=C(Nc1ccccc1)c1ccc2c(c1)OCO2,11,6,-1,-29,-3.2,3,-5.5,103,2
O=C(c1ccc2c(=O)n(Cc3ccccc3Cl)c(=S)[nH]c2c1)N1CCOCC1,-5,-8,-29,28,-2.8,16,-4.8,104,-7
O=C(CN(CC1CCCO1)C(=O)CNS(=O)(=O)c1ccc(Cl)cc1)NCc1ccco1 (stereo not given),-4,-3,-22,37,-0.8,8,-0.8,101,4
COC(=O)CN1C(=O)N/C(=C/c2ccccc2OC)C1=O,-1,8,-1,26,-1.2,-3,-2.5,131*,1
NC1CCCCC1N=Cc1c(O)n(CCc2ccc(F)cc2)c(=O)[nH]c1=O (stereo not given),7,-14,-2,6,-4.3,-4,-2.3,102,-4
C/C(CC(=O)Nc1cccc2c1CCCC2)=N\NC=O,6,-6,-8,9,-1.9,5,-2.4,109,4
Cc1cc(OCC(=O)NCC2CCC(C(=O)O)CC2)c2c(C)c(C)c(=O)oc2c1 (stereo not given),6,4,-31,3,-0.1,32,-3.3,101,4
CCOC1CS(=O)(=O)CC1OCC (stereo not given),7,-5,1,-16,-1.2,2,-2.1,102,0
Cc1nn(-c2ccccc2)c2nc(-c3ccncc3)cc(C(=O)NCc3ccco3)c12,13,-6,-15,16,7.3,11,-2.2,102,1
O=C(Cn1cc([N+](=O)[O-])cn1)NCc1cc2ccccc2[nH]1,3,10,2,-17,-0.6,9,-2.4,101,3
CC(Nc1ccc(N2CCOCC2)cc1)C(=O)N1c2ccccc2CC1C (stereo not given),15,-3,-21,46,-2.3,16,-16,101,0
CCc1ccc(CNC(=O)CN2C(=O)COc3ccccc32)cc1,-6,-11,-5,-18,-0.9,18,-2.4,99,-3
O=[N+]([O-])c1ccc(N/N=C/c2cccnc2)cc1,5,0,8,8,1.2,12,-7.0,97,5
Nc1nc(CSc2n[nH]c(-c3ccccc3)n2)nc(Nc2ccccc2)n1,12,-5,-7,24,-4.2,10,-3.5,103,4
CCCCCn1c(N)c(-c2nc3ccccc3s2)c2c([N+](=O)[O-])nn(C)c(=O)c21,9,10,5,-3,0.1,16,6.9*,94,1

# Carrying on:
SMILES,HCV NS3 hel inh,pCIP destab,DNA FID counter,PHOSPHO1 inh,VIM-2 inhibitor,SUMO HTRF inh,IMP-1 inhibitor,MEKK3 PB1 HTS,IDE act
O=[N+]([O-])c1ccc(Oc2ccc(F)cc2)c2ccncc12,-1,-5,0,-4,1.1,13,0.4,83,3
CC1CCCC(NC(=O)COC(=O)Cc2ccsc2)C1C (stereo not given),-7,-12,-8,-4,-3.7,3,-3.2,100,-1
COc1ccc2c(c1OC)C(=O)N1C2SC[C@H]1C(=O)NC1CC1 (stereo not given in full),9,0,-7,-2,-1.7,14,-3.9,100,-1
C=C(C)COc1ccc2c(C)c(CCC(=O)NC3CC3)c(=O)oc2c1,-5,-1,-35,18,-0.8,28,-2.5,99,1
CCOC(=O)c1c(NC(=O)c2ccc(C)cc2)sc2c1CC(C)(C)NC2(C)C,-61,-8,3,8,-0.8,-4,-3.5,107,·
CC(C)NC(=S)Nc1ccc(Oc2ccccc2)cc1,-5,-24,-9,15,-4.5,4,-3.0,105,1
O=C(Nc1ccc(Cl)cn1)c1cccc2c(Br)cccc12,6,7,-7,16,0.3,-31,-1.2,101,3
Cc1cc(-c2ccc(/C=N/n3cnnc3)o2)ccc1Cl,-8,-11,-16,-17,14*,11,-2.2,88,-1
CC(Nc1ccc2c(c1)OCCO2)C(=O)N1c2ccccc2CC1C (stereo not given),-3,6,-14,2,-1.8,-9,-2.8,95,3
Cc1nc(-n2nnc(CO)c2CO)nc2c1CCC2,-7,8,0,-8,-2.4,-1,-2.5,138*,3
CC1CN(C(=O)c2c(Br)cnn2C)CC(C)O1 (stereo not given),0,-5,1,-8,-5.6,3,-2.9,104,-4
COc1ccc(-n2ncc3c2CC(C)(C)CC3NC(=O)c2ccoc2C)cc1 (stereo not given),-10,5,-43,14,-0.7,-4,-1.6,105,3
O=C(COc1ccc(Cl)cc1Cl)N/N=C/CCc1ccccc1,2,-9,-3,42,-2.6,-11,-1.9,101,7
Cc1ccc(C2c3[nH]c4ccccc4c3C[C@H]3C(=O)N(c4ccccc4C(=O)N4CCC[C@@H]4C(=O)O)C(=O)N23)cc1 (stereo not given in full),-10,5,-25,23,4.6,1,-1.8,98,-3
Nc1ncnc2c1cnn2C1CCCCC1,-1,21,-3,-14,-2.3,15,-2.9,93,2
Cc1ccc(NC(=S)/C(=C(\[O-])c2ccc(F)cc2)[n+]2ccccc2)cc1,-25,-4,1,-121,-0.6,-1,-0.2,99,3
CCN(CC)C(=O)c1c2c(nc3ccccc13)-c1ccccc1CC2,0,-1,-30,0,1.6,4,-4.3,103,2
COc1ccc(F)c(CN2CCCC(CO)(Cc3cccc(Cl)c3)C2)c1 (stereo not given),-13,-5,0,·,-3.2,-10,-2.0,106,-2
CN(C)Cc1c(O)ccc2c(-c3ccccc3)cc(=O)oc12,0,-11,6,53,-1.3,43,-3.0,98,5
Cc1[nH]nc(SCC(=O)NC2CCCCC2)c1[N+](=O)[O-],-21,-1,2,-3,-1.1,9,-3.9,106,1
O=C(COC(=O)C(O)c1ccccc1)NC12CC3CC(CC(C3)C1)C2 (stereo not given),-7,-4,-17,3,-0.9,0,-2.1,104,4
Clc1ccc2[nH]cc(-c3nnnn3-c3ccccc3)c2c1,-21,2,8,41,-2.2,6,-2.0,104,1
O=C1CN(C(=O)c2cc([N+](=O)[O-])ccc2Cl)C(c2ccccc2)c2cc(F)ccc2N1 (stereo not given),-16,-2,-10,-14,-0.3,-6,-1.4,109,5
CCC(c1nnnn1C(C)(C)C)N(Cc1ccco1)Cc1cc2cccc(C)c2[nH]c1=O (stereo not given),-2,-22,-7,7,-0.6,-5,2.0,94,4
Cc1c(C)c2ccc(OCC(=O)N3CC[C@@]4(O)CCCC[C@H]4C3)cc2oc1=O,13,7,-21,39,4.1,14,0.6,101,0

# (continued)
SMILES,HCV NS3 hel inh,pCIP destab,DNA FID counter,PHOSPHO1 inh,VIM-2 inhibitor,SUMO HTRF inh,IMP-1 inhibitor,MEKK3 PB1 HTS,IDE act
COC(=O)c1cc(NC(=O)Nc2ccccc2OC)cc(C(=O)OC)c1,-6,-14,-6,19,-4.2,-1,-5.4,101,-2
CCC(Sc1ncnc2sc(C)c(C)c12)C(=O)OC (stereo not given),1,-13,-11,0,-3.5,19,-3.1,98,0
O=C(O)c1cc(-c2ccc3c(c2)OCO3)nc2ccc(Br)cc12,8,4,-16,22,-2.1,9,-2.2,85,-1
COCc1cc(CNC(=O)C2CCC(=O)N(Cc3cccc(OC)c3)C2)[nH]n1 (stereo not given),-7,-1,-7,·,-0.7,0,0.5,101,-1
Fc1ccc(OCCCCCn2ccnc2)cc1,-5,-3,6,35,-1.7,16,-2.0,108,5
COc1cccc(N(C(=O)c2ccco2)c2nc(-c3sc(NC(=O)c4ccco4)nc3C)cs2)c1,7,-6,2,-19,-2.5,-16,-1.9,102,0
Cc1ccc(S(=O)(=O)N2CCOCC2)cc1C(=O)N1CCCCCC1,-1,-14,-15,3,-3.0,-3,-0.4,101,0
CCn1c(C2CC(=O)N(Cc3ccccc3)C2)nc2ccccc21 (stereo not given),14,-18,-33,1,-1.1,-1,-4.9,109,3
O=C(CN1CCOCC1)n1c2c(c3ccccc31)CCCC2,22,3,-16,6,13*,6,-1.2,99,1
Cc1ccc(OCCCC(=O)NCc2ccco2)c(C)c1,-1,-12,-8,18,-0.2,-4,-0.5,97,·
Cc1ccc(S(=O)(=O)N(C)CC(=O)OCC(=O)c2c(N)n(C)c(=O)n(C)c2=O)cc1,-4,-9,-14,-7,-2.8,0,-0.6,100,5
COC(=O)c1cc(Sc2c(Cl)cccc2Cl)ccn1,4,-3,-24,33,4.0,17,-0.7,101,-22
NS(=O)(=O)c1cccc(NC(=O)c2cccs2)c1,10,-9,2,50,-2.8,8,-0.5,105,-2
C=CC12C=CC=CN1C(C(=O)OC)=C(C(=O)OC)C(C(=O)OC)=C2C(=O)OC (stereo not given),-2,-2,-22,-5,-6.2,7,-3.7,104,5
CCc1cccc(Oc2nn[nH]n2)c1,2,4,-2,44,-1.5,3,-2.5,101,3
Cc1ccc(Sc2c(C(=O)Nc3ccc(F)cc3F)c(C(F)(F)F)nn2C)cc1,1,-8,-7,16,0.6,-7,-1.8,101,3
O=C(O)c1c(NC(=O)N2CCCC2)sc2c1CCCC2,-11,-1,-9,3,-2.1,13,-2.5,108,5
O=C1OCc2cc(NC(=O)C3COc4ccccc4O3)ccc21 (stereo not given),-10,-1,-5,21,-1.5,9,-0.6,101,6
COC(=O)Nc1nncs1,3,2,-1,24,-3.8,11,-2.5,96,11

# Quoted from above, 4 compounds:
SMILES,HCV NS3 hel inh,pCIP destab,DNA FID counter,PHOSPHO1 inh,VIM-2 inhibitor,SUMO HTRF inh,IMP-1 inhibitor,MEKK3 PB1 HTS,IDE act
Clc1ccc2[nH]cc(-c3nnnn3-c3ccccc3)c2c1,-21,2,8,41,-2.2,6,-2.0,104,1
O=C1CN(C(=O)c2cc([N+](=O)[O-])ccc2Cl)C(c2ccccc2)c2cc(F)ccc2N1 (stereo not given),-16,-2,-10,-14,-0.3,-6,-1.4,109,5
CCC(c1nnnn1C(C)(C)C)N(Cc1ccco1)Cc1cc2cccc(C)c2[nH]c1=O (stereo not given),-2,-22,-7,7,-0.6,-5,2.0,94,4
Cc1c(C)c2ccc(OCC(=O)N3CC[C@@]4(O)CCCC[C@H]4C3)cc2oc1=O,13,7,-21,39,4.1,14,0.6,101,0

# Screening data deposited in PubChem BioAssay by several laboratories.
